# Assay outcomes (PubChem BioAssay)
# C-LANA FP = inhibitors of KSHV C-LANA binding to DNA, primary screen, biochemical, fluorescence polarization, FAM-LBS DNA, MBP-C-LANA, single point; Kaposi's sarcoma herpesvirus LANA C-terminal domain (residues 932-1162) DNA binding; inhibition, % at 9 µM; actives 0.078% (n = 340,000);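 active = highest replicate inhibition at or above 60% at 9 µM, even if other replicates fall short; inactive = all replicates below 60% inhibition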;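 note: 0% = neutral control wells and 100% = 4 µM acridine orange control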
# dFosB activator = activators of delta FosB homodimer, primary screen, biochemical, fluorescence polarization, TAMRA-CDK5 oligo, single point. purified delta FosB; percent of positive-control signal above neutral wells. actives 0.99% (n = 340,000). activation, % at 25 µM;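 active = mean activation above about 17%, with every replicate also reaching it, limit read from the data, passing the limit was not always enough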;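 note: fluorescence polarization rise as delta FosB binds a TAMRA Cdk5 AP-1 oligo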
# PvdQ inh = P. aeruginosa PvdQ acylase inhibitors, primary screen, biochemical, fluorescence, plate reader and imaging, single point. PvdQ acylase [Pseudomonas aeruginosa LESB58]. purified PvdQ acylase. inhibition, % at 10 µM. actives 0.063% (n = 340,000). AID 488965, 2010; in the data active = inhibition above about 30%, passing the limit was not always enough;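 note: 0% = vehicle neutral wells and 100% = reference inhibitor wells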
# Keap1-Nrf2 PPI = Keap1-Nrf2 protein-protein interaction inhibitors, primary screen, biochemical, fluorescence polarization, single point. inhibition, % at 9.4 µM. actives 0.15% (n = 340,000). Kelch-like ECH-associated protein 1 (Homo sapiens), Q14145. Keap1 Kelch-Nrf2 peptide fluorescence polarization, 1536-well. AID 504523, 2011; in the data active = inhibition above about 12%;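 note: human Keap1 Kelch domain with fluorescein labeled Nrf2 9mer peptide probe; 0% = neutral control wells and 100% = peptide positive control; higher means more block of Keap1 binding to Nrf2 peptide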
# Cardiac RTF inh = cardiac RTF calcium sensitivity inhibitors, primary screen, biochemical, IANBD-TnC fluorescence, EC70 calcium. inhibition, % at 7.15 µM. AID 493244, 2011. IANBD-labeled cardiac RTF, Ca2+ fluorescence. actives 0.12% (n = 340,000). Troponin I, cardiac muscle (Homo sapiens) + Troponin T, cardiac muscle (Homo sapiens) + …;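 active = inhibition above the mean inhibition of all tested compounds plus 3 SD, cut at about 17% in these data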;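 note: assay run at fixed EC70 calcium of 1.6 mM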
# SUMO Mot1 rescue = yeast Mot1-301 growth rescue at high temperature, primary screen, SUMOylation pathway inhibitor project, S. cerevisiae, ATP luminescence, 38.5C; S. cerevisiae Mot1-301 growth rescue; percent above DMSO median, 100 means doubled; growth rescue, % at 18.8 µM; actives 1% (n = 320,000);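 active = every valid replicate shows activation above 250% relative to neutral control wells; inactive = the rest, any valid replicate at or below 250%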;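 note: OY570 slx delta 5 strain wells were the positive control but not used for scaling; some compounds called inactive have numbers as strong as hits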
# PfHsp90 yeast 2 = growth inhibition of PfHsp90-expressing yeast, primary screen, antimalarial PfHsp90 inhibitor project, S. cerevisiae, BacTiter-Glo luminescence, single point, set 2. BacTiter-Glo ATP, 48 h; yeast lacking PDR1 and PDR3 efflux regulators. inhibition, % at 9.4 µM. actives 0.32% (n = 310,000). AID 504621, 2011;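 active = every replicate shows inhibition above about 80%, whatever the replicate mean, limit read from the data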;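 note: 0% = DMSO neutral controls and 100% = 20 µM radicicol positive controls; yeast relying on Plasmodium falciparum Hsp90 in place of its own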
# RTF Ca sens act = cardiac RTF calcium sensitivity activators, primary screen, biochemical, IANBD-TnC fluorescence, EC20 calcium. Troponin I, cardiac muscle (Homo sapiens) + Troponin T, cardiac muscle (Homo sapiens) + …. IANBD-labeled TnC RTF fluorescence at EC20 calcium; 0% EC20 calcium, 100% full calcium. activation, % at 7.2 µM. actives 0.24% (n = 340,000). AID 493008, 2010;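 active = activation above the mean over all tested compounds plus 3 SD, cut at about 30% in these data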;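 note: rise in fluorescence read as greater calcium sensitivity of cardiac thin filaments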
# NSD2 inh = NSD2 histone methyltransferase inhibitors, primary screen, biochemical, AlphaScreen, single concentration, set 2. inhibition, % at 12.5 µM. NSD2 peptide methylation, 120 min. Histone-lysine N-methyltransferase NSD2 (Homo sapiens), O96028. actives 0.54% (n = 310,000). AID 743445, 2014; in the data active = inhibition above about 50%
# CDK5 inh = inhibitors of human CDK5/p35 kinase, primary screen, biochemical, single concentration. Cyclin-dependent kinase 5 (Homo sapiens) + Cyclin-dependent kinase 5 activator 1 (Homo …. Recombinant CDK5/p35, ADP-Glo luminescence, 60 min. inhibition, % at 10 µM. actives 0.01% (n = 330,000). AID 488839, 2010;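 active = highest replicate inhibition of at least 50% and at least 75% of replicates reaching 50%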;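 note: plate controls were DMSO neutral control for no effect and GW8510 at 10 µM for full effect; many of its hits are not listed in these tables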
# Rtt109 HAT inh = inhibitors of C. albicans Rtt109/Vps75 HAT, primary screen, biochemical, ThioGlo CoA-SH fluorescence, plate reader. AID 540336, 2011. actives 0.16% (n = 330,000). inhibition, % at 34.9 µM. Histone acetyltransferase RTT109 (Candida albicans (strain SC5314 / ATCC MYA-2876)), …. purified Rtt109/Vps75, 4 h;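 active = inhibition of at least 50% in every replicate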
# Starred values were filed as active, the others as inactive; nt = no result given.
Compound	SUMO Mot1 rescue	dFosB activator	CDK5 inh	Keap1-Nrf2 PPI	Cardiac RTF inh	Rtt109 HAT inh	NSD2 inh	RTF Ca sens act	PfHsp90 yeast 2	C-LANA FP	PvdQ inh
CC(NC(=O)COc1ccc(/C=N/NC(=O)CO)cc1)c1ccccc1 (configuration not stated)	5	-3	-0.4	-3	-6	-4	-3	3	5	1.1	-20
COc1ccc(CCC(=O)Nc2ccc3c(c2)OCO3)cc1	563*	-2	-0.8	-3	-1	6	1	0	-14	0.0	-8
CC(C)C1Cc2[nH]c(=O)c(C(=O)O)cc2CO1 (configuration not stated)	134	-2	-1.1	-2	-5	3	0	4	-7	0.1	-4
COc1ccc(CC(=O)Nc2cccc3ncccc23)cc1OC	-1	-2	1.6	0	10	1	0	2	3	1.4	10
Cc1cc(O)ccc1NC1=CC(=O)CC(C)(C)C1	63	-14	1.0	-4	-24	-28	3	-1	11	0.0	0
CC(=O)C[C@@H](O)CC(=O)[C@H]1OC(=O)CC/C=C\Cc2ccccc21	10	-5	0.3	1	-2	-6	nt	3	17	0.4	-16
CN(Cc1ccccc1)C(=S)NC(=O)c1cccs1	-5	4	-0.1	0	-5	6	6	-1	-32	2.3	-11
O=S1(=O)N=C2CCCN2C(c2ccc(F)cc2)N1 (configuration not stated)	-26	-10	2.1	0	-3	0	nt	11	nt	-1.5	-8
COc1cccc(CNC(=O)CCn2ccc3cc(S(=O)(=O)N4CCC(C)CC4)ccc32)c1	-13	-14	1.2	-1	-7	-1	-6	1	7	-0.1	-16
COc1cc(C(=O)OCC(=O)Nc2sccc2C(N)=O)cc(OC)c1OC	-34	-2	0.9	2	1	-6	-2	0	9	2.4	-9
Nc1cc(Cc2ccccc2)ccc1O	nt	-9	13	-7	1	9	5	-5	-6	-0.4	10
Cc1ccccc1CSc1nnc(NC(=O)C2COc3ccccc3O2)s1 (configuration not stated)	0	-6	-3.7	1	-1	4	-1	3	-22	-0.1	-11
COc1ccc(NC(=O)N(C)C[C@H]2Oc3c(NC(=O)c4ccncc4)cccc3C(=O)N([C@H](C)CO)C[C@@H]2C)cc1	-9	-4	0.2	1	-10	-9	nt	2	-3	4.8	-1
COC(=O)c1ccc(NC(=O)c2ccccc2NS(=O)(=O)c2ccccc2)cc1	1	1	-1.1	-2	3	6	nt	-4	12	-0.9	-6
CS(=O)(=O)N(CC(=O)NCc1ccccc1)c1ccc(Cl)cc1	-5	2	0.0	0	2	2	-7	-4	-18	0.1	-5
O=C1CN(C(=O)COC(=O)CCCOc2ccccc2)c2ccccc2N1	105	-1	0.7	0	-3	10	-2	2	8	0.6	8
COc1cccc(OC)c1C(=O)Nc1ccc(N2CCN(C(=O)c3ccco3)CC2)cc1	-6	4	-1.4	-5	-6	5	-6	0	14	-2.1	-9
Cc1ncc(CN2CCC(C(=O)Nc3cccc(-c4cscn4)c3)CC2)cn1	-1	-11	-5.4	-4	0	-1	-2	-3	-7	0.7	-12
Cc1ccc(-c2cc(-c3ccc(C)o3)nc(N)c2C#N)cc1	295	-8	2.8	0	-27	-1	-3	-4	10	3.4	4
CCOC(=O)C1=C(N)Oc2cc(O)ccc2C1c1ccc(F)cc1F (configuration not stated)	14	-5	0.8	-5	-5	4	1	-1	14	-1.7	-6
COc1ccc(N2C(=O)C3C(C2=O)C3(c2ccccc2)c2ccccc2)cc1 (configuration not stated)	10	-9	-1.6	-6	-4	-19	-3	3	-27	0.7	-7
N#CC1=C(N)N2C(=C(C#N)C13CCN(Cc1ccccc1)CC3)Nc1ccccc12	-1	-4	-0.7	-2	-4	-16	2	2	13	-0.9	5
CCN(CC(=O)NC1CCS(=O)(=O)C1)C(=O)C(c1ccccc1)c1ccccc1 (configuration not stated)	-5	-1	0.5	-1	-5	nt	1	1	nt	-0.8	-16
CN(CCC1CCOCC1)C(=O)CC1C(=O)NCCN1Cc1c(F)cccc1Cl (configuration not stated)	3	-3	0.7	-3	-3	3	2	-2	1	3.1	-6
CC(C)Nc1nc(NC(C)C)nc(Oc2ccc(=O)n(C)n2)n1	-4	-10	-1.2	-2	-5	4	-6	13	5	1.0	-3
CC1CCN(C(=O)c2[nH]cnc2C(=O)N[C@H](C)c2ccccc2)CC1	32	-7	1.4	2	-6	6	nt	8	-20	2.8	5
CCCc1cc(=O)oc2cc(C)cc(OCC(=O)N3CCC(C(N)=O)CC3)c12	-13	-1	-0.6	-5	-1	-9	nt	3	-5	0.8	-12
CCOc1ccccc1NC(=O)Nc1ccsc1C(=O)OC	-4	-13	-2.7	-4	-12	-1	-2	2	-8	-0.5	-17
O=C(Nc1nncs1)c1cc(-c2ccncc2)nc2ccc(Cl)cc12	-7	-6	3.0	-3	-7	-2	2	-5	-28	2.3	-13
CN(CC(=O)NCc1ccc(F)cc1)S(=O)(=O)c1ccc2c(c1)c(=O)n(C)c(=O)n2C	-3	-3	0.7	-1	-5	-2	-1	2	-13	-0.3	-12
Cc1ccc2sc(NNC(=O)C3=COCCO3)nc2c1C	10	-11	0.7	1	0	59*	5	0	-7	0.4	1
COc1cccc(OCCCCN2CCCCC2)c1	0	4	1.5	-5	0	-10	2	-7	-2	-1.3	6
CCn1c(SCCC#N)nnc1-c1ccncc1	197	1	5.5	-2	7	8	-1	-3	nt	1.1	5
CCOC(=O)N1CCN(Cc2nc3cc(NC(C)=O)ccc3n2C)CC1	297	6	0.1	-2	-1	-2	-1	-6	1	2.3	0
Cc1nn(-c2ccc(Cl)cn2)c2c1C(=O)CC(C)(C)C2Br (configuration not stated)	nt	-5	41	-1	-8	0	nt	6	-7	1.1	-6
Cc1cccc(C)c1NC(=O)CNC(=O)C1CC(=O)N(Cc2ccccc2)C1 (configuration not stated)	-9	1	-0.9	4	3	-8	10	-4	17	-1.3	7
CCOC(=O)c1nnc(-c2ccccc2)nc1Oc1ccccc1Cl	-16	-4	0.9	4	-7	-1	1	3	nt	2.2	-6
CCN(Cc1ccccc1)C(=O)COC(=O)c1c(C)nsc1NC	-5	-12	0.6	0	-6	-2	-2	-7	9	-1.1	1
O=C(Nc1cccc(Cl)c1)Nc1nc(-c2ccccc2)cs1	-11	0	1.3	4	4	-5	nt	-1	1	0.8	-7
CCN(CC)C(=O)[C@H]1C[C@H](CC(=O)NCCCOC)C(=O)N2CCc3c([nH]c4cc(CCC(=O)N(C)C)ccc34)[C@]12C	nt	-1	-3.7	-4	-1	-24	nt	-2	12	3.2	-4

# Single records, as listed above.
# Cc1ccc2sc(NNC(=O)C3=COCCO3)nc2c1C as listed: SUMO Mot1 rescue: 10; dFosB activator: -11; CDK5 inh: 0.7; Keap1-Nrf2 PPI: 1; Cardiac RTF inh: 0; Rtt109 HAT inh: 59*; NSD2 inh: 5; RTF Ca sens act: 0; PfHsp90 yeast 2: -7; C-LANA FP: 0.4; PvdQ inh: 1
# CCn1c(SCCC#N)nnc1-c1ccncc1 as listed: SUMO Mot1 rescue: 197; dFosB activator: 1; CDK5 inh: 5.5; Keap1-Nrf2 PPI: -2; Cardiac RTF inh: 7; Rtt109 HAT inh: 8; NSD2 inh: -1; RTF Ca sens act: -3; PfHsp90 yeast 2: nt; C-LANA FP: 1.1; PvdQ inh: 5
# Cc1cccc(C)c1NC(=O)CNC(=O)C1CC(=O)N(Cc2ccccc2)C1 (configuration not stated) as listed: SUMO Mot1 rescue: -9; dFosB activator: 1; CDK5 inh: -0.9; Keap1-Nrf2 PPI: 4; Cardiac RTF inh: 3; Rtt109 HAT inh: -8; NSD2 inh: 10; RTF Ca sens act: -4; PfHsp90 yeast 2: 17; C-LANA FP: -1.3; PvdQ inh: 7

# The listing continues.
Compound	SUMO Mot1 rescue	dFosB activator	CDK5 inh	Keap1-Nrf2 PPI	Cardiac RTF inh	Rtt109 HAT inh	NSD2 inh	RTF Ca sens act	PfHsp90 yeast 2	C-LANA FP	PvdQ inh
CCOC(=O)C(=O)Nc1nc(-c2ccccc2)c(CC)s1	-2	1	-0.7	-1	-6	4	nt	1	-5	0.4	-14
Cc1ccc(OCCCCn2c(CO)nc3ccccc32)cc1	-13	-7	-0.6	-3	-16	6	-3	-3	3	-1.1	7
Cc1ccc(C(=O)NCC2CCCN2S(=O)(=O)c2cccs2)cc1C (configuration not stated)	-1	-4	1.1	-1	-18	-1	-4	6	nt	-1.3	-11
Cc1ccc(Cn2c(CN3CCOCC3)nc3c2c(=O)[nH]c(=O)n3C)cc1	236	-4	-1.1	-5	-6	-2	-1	3	nt	1.3	-10
Cc1ccccc1-n1nc(-c2cccnc2)cc1C(=O)N/N=C/c1ccncc1	-21	-9	-0.3	1	5	-3	-3	2	27	-0.2	11
CCOC(=O)c1cnc(Nc2nc3ccccc3o2)nc1C	-9	-10	2.5	-12	-10	1	2	4	31	-0.1	-8
CCOC(=O)CSc1nnc(NC(=O)CN2CCN(C=O)CC2)s1	7	1	0.1	-2	-3	-9	-4	1	21	2.4	-10
COc1ccc(CNC(=O)C2CC(c3ccccc3[N+](=O)[O-])=NO2)cc1 (configuration not stated)	-29	-6	1.5	-3	4	11	nt	-2	0	1.5	13
COCCCNC(=O)Cn1cnc(C(=O)Nc2ccc(C)c(C)c2)n1	nt	0	1.6	-3	-11	4	nt	1	7	-0.6	-16
COc1ccc(-c2nc(CS(=O)CC(=O)NCC3CCCO3)c(C)o2)cc1 (configuration not stated)	18	-1	-9.4	-2	-3	-20	nt	9	22	0.5	-16
COc1ccc(NC(=O)C2CCCN(S(=O)(=O)c3ccc4[nH]c(=O)ccc4c3)C2)cc1OC (configuration not stated)	-11	-2	0.9	-1	1	-3	35	-6	23	0.3	-2

# Compounds were not picked by outcome. Share with any hit: about 3.2%.
